NR2E3 ag-1: agonists of human NR2E3 nuclear receptor | 360,000 compounds, 0.35% hits | AID 602229 | inhibition of corepressor binding, % at 3.98 µM | Q9Y5X4 | CHO-S Gal4-NCOR/VP16-NR2E3 two-hybrid, luciferase;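 active = inhibition above the mean of all tested compounds plus 3 SD, cut at about 70% in these data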;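 note: 0% = DMSO with NR2E3 transfected cells and 100% = cells lacking NR2E3 construct; higher means lower luciferase signal from less NR2E3 corepressor binding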
Target sequence (Q9Y5X4 whole entry, looked up, the tested form may be a part): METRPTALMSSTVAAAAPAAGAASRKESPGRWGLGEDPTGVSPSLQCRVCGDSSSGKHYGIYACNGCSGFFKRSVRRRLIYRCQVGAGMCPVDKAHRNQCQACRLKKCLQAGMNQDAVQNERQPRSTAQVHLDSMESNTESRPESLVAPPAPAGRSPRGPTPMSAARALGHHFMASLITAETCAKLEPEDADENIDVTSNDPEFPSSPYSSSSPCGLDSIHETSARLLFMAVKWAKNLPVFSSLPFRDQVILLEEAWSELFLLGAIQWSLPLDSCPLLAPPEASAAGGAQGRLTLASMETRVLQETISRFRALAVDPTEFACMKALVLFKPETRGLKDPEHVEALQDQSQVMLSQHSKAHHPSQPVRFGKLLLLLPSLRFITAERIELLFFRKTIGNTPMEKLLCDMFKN
Peg3 prom inh: inhibitors of Peg3 promoter; AID 588405; 360,000 compounds, 1.7% hits; HeLa PEG-Prom luciferase reporter, luminescence, overnight; inhibition, % at 20 µM;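 active = inhibition of at least 50% at 20 µM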
Vif inh: inhibitors of HIV Vif; HEK293T cells, Vif self-association by quenched fluorescence, imaging, 24 h; inhibition, % at 7.49 µM; 340,000 compounds, 0.35% hits; in the data active = inhibition above about 50%, passing the limit was not always enough; inconclusive = no clear call, values can overlap the other calls; inactive = below about 31%; note: some results filed as inactive read as strong as hits
aDG glyco act: alpha-DG glycosylation activation. Pro5-aDG cells, alpha-DG glycosylation AlphaScreen (IIH6); 0% Pro5, 100% B10-LARGE cell signal. activation, % at 10 µM. 360,000 compounds, 0.22% hits. AID 624168;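 active = activation of at least 8% versus controls, or a plate z-score of at least 8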;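 note: Pro5 are CHO cells carrying HIG-tagged alpha-DG that lacks glycosylation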
CaV13 ICDI inh: Primary screen for inhibitors of IQ motif and Ca2+-dependent inactivation inhibitor domain binding in CACNA1D, Förster resonance energy transfer in living cells, …. inhibition, % at 12.3 µM. HEK cells, CFP/YFP FRET ICDI-IQ, plate reader, 10 min; percent FRET-ratio fall versus neutral wells. 340,000 compounds, 0.098% hits;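 active = mean replicate inhibition of at least 30% and at least 1% of replicates passing that level; inconclusive = only one of the two criteria is met; inactive = neither criterion is met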;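 note: 0% = median of the neutral control wells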
iPSC survival up: enhancers of human iPSC single-cell survival | hiPSC single-cell survival, ATPlite luminescence; 100% = ROCK inhibitor wells, 0% = DMSO | survival enhancement, % at 20 µM | 360,000 compounds, 0.044% hits | AID 602274; in the data active = survival enhancement above about 18%;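 note: cells exposed to compounds for 16 hours before the ATP read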
HIF-2a inh: HIF-2a inhibition; AID 624352; 786-0 RCC cells HIF-2a reporter, luciferase luminescence, overnight; inhibition, % at 18.8 µM; 360,000 compounds, 0.72% hits;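 active = inhibition of the luminescence signal of 40% or more relative to plate controls, in a single-dose primary screen at 18.75 µM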
PDI turbidity: inhibitors of human protein disulfide isomerase | P07237 | PDI insulin aggregation turbidity, A650, 90 min | inhibition, % at 10 µM | 350,000 compounds, 0.052% hits | AID 588391;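 active = mean inhibition across replicates of 30% or more, whatever share of single replicates reach that level; inconclusive = mean inhibition below 30% while every single replicate reaches 30%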;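 note: absorbance from insulin aggregation driven by PDI reduction with DTT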
Target sequence (P07237 whole entry, looked up): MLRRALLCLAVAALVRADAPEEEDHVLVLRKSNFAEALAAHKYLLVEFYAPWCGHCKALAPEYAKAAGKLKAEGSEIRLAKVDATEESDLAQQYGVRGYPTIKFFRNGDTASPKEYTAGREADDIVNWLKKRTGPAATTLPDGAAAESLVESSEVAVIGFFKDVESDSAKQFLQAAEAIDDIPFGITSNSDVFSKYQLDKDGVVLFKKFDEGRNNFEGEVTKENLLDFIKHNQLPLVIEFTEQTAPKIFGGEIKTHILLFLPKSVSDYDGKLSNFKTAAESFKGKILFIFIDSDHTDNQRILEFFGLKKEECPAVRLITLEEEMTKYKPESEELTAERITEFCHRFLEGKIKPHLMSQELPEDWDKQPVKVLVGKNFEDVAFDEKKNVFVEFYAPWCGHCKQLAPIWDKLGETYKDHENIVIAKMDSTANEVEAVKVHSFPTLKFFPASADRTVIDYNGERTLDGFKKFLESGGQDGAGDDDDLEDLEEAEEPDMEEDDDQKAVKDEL
Exocytosis inh: blocks lytic granule exocytosis; TALL-104 LAMP-1 surface exposure, flow cytometry; cells stimulated with thapsigargin and PMA; inhibition, % at 10 µM; 360,000 compounds, 0.66% hits; AID 651702;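 active = inhibition above about 55%, limit read from the data; inconclusive = no clear call, values can overlap the other calls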
NR2E3 ag-2: agonists of human nuclear receptor NR2E3; inhibition of corepressor binding, % at 4.78 µM; 320,000 compounds, 0.12% hits; GST-NR2E3/biotin-RetCOR TR-FRET, 1536-well; AID 2300;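 active = percent inhibition above the cutoff of mean plus 3 SD of all tested compounds, set per screening campaign, cut at about 20% in these data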;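 note: 0% = DMSO wells and 100% = biotin wells as full block of FRET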
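Material – GST-tagged NR2E3 plus biotinylated RetCOR corepressor · Quantity – NR2E3 fusion 1.35 nM · Times – 5 h incubation at 4 °C · Medium – pH 7.5 Tris-based buffer · Technique – TR-FRET, Eu(K)-anti-GST donor, streptavidin-D2 acceptor, ex 340, em 617/671 nm · Benchmarks – high control biotin, low control 0.6% DMSO · Format – 1536-well plates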
MITF TRPM1 inh: reduces MITF-dependent TRPM1 promoter luciferase signal; SK-MEL-5 TRPM1 promoter luciferase, 24 h; inhibition, % at 12.5 µM; 330,000 compounds, 0.83% hits; AID 488899;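 active = mean inhibition across replicates of 60% or more, whatever share of single replicates reaches that level; inconclusive = some that reach 60%, reason not given; inactive = mean inhibition across replicates below 60%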; note: values of inactives mirror those of a sister screen read the other way
* hit, by the source's call; ? = inconclusive; nt = not tested or not shown.

SMILES,NR2E3 ag-1,Peg3 prom inh,Vif inh,aDG glyco act,CaV13 ICDI inh,iPSC survival up,HIF-2a inh,PDI turbidity,Exocytosis inh,NR2E3 ag-2,MITF TRPM1 inh
COc1cc(NC(=O)NCC2CCN(Cc3ccccc3C)CC2)cc(OC)c1OC,-5,-22,-10,0.1,-20,-0.7,15,11,-21,nt,-14
CCC(C)[C@H](NC(=O)Nc1ccc(S(N)(=O)=O)cc1)C(=O)O (stereo partly specified),-15,13,0,-0.3,-2,0.4,9,-2,0,3,3
O=C(CCN1C(=O)c2ccccc2S1(=O)=O)NCc1ccco1,-30,6,4,-0.2,-10,-0.4,10,-7,-1,2,-2
Cc1ccc(N(C(=O)CNC(=O)c2ccco2)C(C(=O)NCC2CCCO2)c2ccccc2)cc1 (stereo unspecified),-16,6,1,0.0,nt,6.7,10,1,-1,1,-4
Cc1ccccc1CC(=O)Nc1ccc(S(=O)(=O)N2CCN(C)CC2)cc1,1,8,1,0.1,nt,-0.4,1,-5,-3,2,-12
COc1ccccc1C(=O)NCC(=O)NC(C)CCc1ccccc1 (stereo unspecified),6,11,-14,0.1,-4,-0.3,14,-2,-1,1,-16
CC(=O)c1ccc(OCC(=O)OCC(=O)c2ccc(S(=O)(=O)N3CCCCC3)cc2)cc1,-9,-8,0,0.1,-3,4.1,-7,7,-3,nt,nt
Cc1cccc(C)c1N=C1NN=C(c2ccccc2F)CS1,-45,-127,-7,0.1,-2,0.3,-85,1,0,2,-3
CCCn1c(=O)c(C(=O)Nc2ccccc2N)c(O)c2ccccc21,-26,-4,-3,-0.2,-4,-1.2,-30,-7,7,nt,nt
COc1ccccc1NC(=O)NC1(C(=O)N2CCN(C)CC2)CCCCC1,14,3,-8,0.1,-7,3.2,5,-5,6,-2,-4
C=C(C)c1cccc(C(C)(C)NC(=O)NCCN(CC)CC)c1,0,2,-1,0.0,-2,-0.7,6,-2,6,-1,-12
COc1ccc(N2CCCn3c2nc2c3c(=O)n(Cc3ccc(C)cc3)c(=O)n2C)c(OC)c1,14,8,-10,0.2,-3,1.1,27,-4,1,-4,8
O=C(O)c1cc(N/N=C/c2ccncc2)ccc1Cl,-40,11,-9,0.0,-6,1.5,14,-3,2,1,17
CCCc1cc(=O)[nH]c(SCC(=O)NC2(C#N)CCCCC2)n1,23,15,1,0.0,-6,0.1,20,-1,0,1,1
CCC(C)(C(=O)NC1CCCCC1)N(Cc1ccco1)C(=O)CNC(=O)c1ccccc1 (stereo unspecified),1,15,1,-0.2,nt,-1.2,6,-11,0,0,6
COc1ccc(/C=C/C(=O)c2ccc(OC)cc2OC)c(OC)c1,-13,-14,-3,-0.1,nt,-2.0,-13,nt,5,6,-2
Cc1ccc(NC(=O)C(=S)NCc2ccco2)cc1,-128,-336,5,-0.3,-4,-1.9,-210,-3,0,-2,-38
CCOc1ccc(/C=N/NC(N)=S)cc1,-12,-28,0,0.0,-4,-1.1,-63,8,4,2,-10
CCn1c(=O)c2c(nc(SCC(=O)N3CCCC(C)C3)n2C)n(C)c1=O (stereo unspecified),7,9,24,-0.2,-3,-0.1,12,5,-10,2,2
COc1ccccc1CN1C(=O)[C@@H]2C(CCC(N)=O)NC3(C(=O)Nc4c3ccc(Cl)c4C)[C@@H]2C1=O (stereo partly specified),-8,17,-8,-0.3,-7,-2.0,-3,4,-3,4,13
O=C(CSc1ccc([N+](=O)[O-])cc1)NCC1CCCCC1,-29,-1,-2,-0.1,4,2.6,0,-5,2,2,-5
COc1ccc(C(=O)C2CCCN(C(=O)c3cccnc3SC)C2)c(C)c1 (stereo unspecified),-1,2,0,1.0,-4,-0.7,11,3,-1,-1,-2
O=C(CCS(=O)(=O)c1cccc2nsnc12)NCc1ccccc1Cl,14,1,-3,0.2,-4,-1.2,28,-2,-1,5,-10
OC12CC3C[C@H](C1)C(N1CCOCC1)[C@@H](C3)C2 (stereo partly specified),-33,-5,1,-0.1,-5,0.9,3,-1,-3,2,1
O=C(Nc1ccc2c(c1)OCCO2)C1CCCN1C(=O)Nc1ccc(F)cc1 (stereo unspecified),24,25,-1,-0.1,-3,-0.1,15,5,-16,1,-21
CC(C)(O)C1Cc2cc(/C=C/C(=O)O)c(O)cc2O1 (stereo unspecified),25,-2,-6,0.3,-5,-1.3,2,9,0,nt,3
CCN(Cc1cnn(C)c1)Cc1nc(C2(c3ccc(C)cc3)CCCC2)no1,-7,10,-4,0.6,8,0.8,22,3,-1,-3,1
CC(=O)Nc1cccc(Oc2nc(NCC3CC3)nc3ccsc23)c1,18,22,-16,0.6,-5,1.7,-9,-5,3,nt,nt
CC(C)(C)c1cc(NC(=O)COc2ccc(Br)cc2)n(-c2ccccc2)n1,-7,15,4,0.4,-5,2.4,10,8,0,-1,-7
COc1ccc(-c2cc3nc(-c4ccccc4)cc(N4CCN(C(C)=O)CC4)n3n2)cc1,-36,37,nt,0.0,-3,5.9,-6,0,15,nt,nt
COC(=O)c1nc2nc(C)cc(C(F)(F)F)n2n1,-18,-6,9,-0.3,-5,0.2,16,-11,-2,1,6
Cc1cc(C(=O)NNC(=O)C2CCCC2)c(C)o1,-12,-26,-2,-0.2,-7,-0.8,-2,-5,-2,1,-6
Clc1ccc(-c2cc(CSc3cccc(Cl)c3)on2)cc1,-40,-115,-2,-0.3,-8,3.3,-175,-3,1,2,-12
CN(C)CCNC(=O)/C=N/O,-19,-1,0,0.1,-4,-2.3,-6,-1,1,1,-20
CCCCOC(=O)C1=C(C)NC(=O)NC1c1ccc(N(C)C)cc1 (stereo unspecified),-34,11,2,-0.1,-2,-0.3,21,1,-1,-1,-4
O=C(CCC(=O)c1cccs1)NCc1cccc(C(F)(F)F)c1,-8,2,-15,-0.2,-3,-0.5,15,4,0,-3,6
CN(C)c1ccc(/C=C2\C(=N)N3N=C(CC(=O)N4CCCC4)SC3=NC2=O)cc1Br,-16,2,-2,0.1,-4,-0.1,15,10,2,2,-4
CN(C)C(CNC(=O)c1cccc(S(=O)(=O)Nc2ccccc2Cl)c1)c1ccccc1 (stereo unspecified),7,11,-14,0.2,-6,0.1,10,-7,3,nt,-12
CCOc1ccc2nc(N3CCC(C(=O)N4CCN(C5CCCCC5)CC4)CC3)sc2c1,-32,-65,0,0.5,-2,-3.6,-81,nt,12,-4,4
CC(NCc1cc(Br)ccc1OCC(=O)NCc1ccccc1)c1ccccc1 (stereo unspecified),-1,13,9,2.4,-6,0.4,22,5,35,0,-4
Cc1nc(-c2cn[nH]c2-c2ccc(O)cc2O)cs1,-10,-7,-3,-0.3,-5,-2.8,-14,4,-6,0,-4
CCOc1cc(/C=C(\CC(=O)O)c2nc3ccccc3s2)ccc1OCC(=O)Nc1cccc(C(F)(F)F)c1,14,-3,-8,-0.1,-6,-3.8,-4,9,-4,nt,-10
COc1ccc(N2CCN(C(=O)COC(=O)CCOc3ccc(C(C)(C)C)cc3)CC2)cc1,-8,5,-8,-0.1,-3,3.5,6,-11,-9,0,8
Cc1cc(C)c(S(=O)(=O)Nc2ccc(O)cc2)c(C)c1,-18,18,1,-0.2,-6,-0.8,21,2,-1,1,5
COc1ccc(C(=O)Nc2cccnc2)cc1C(=O)Nc1cccnc1,2,16,9,1.5,nt,-1.6,-6,1,4,8,-1
Cc1ccc(C)c(S(=O)(=O)Nc2ccc(C(=O)NCCCN3CCCC3=O)cc2)c1,-27,4,nt,-0.2,-3,-0.4,4,-1,-4,3,9
CCOc1ccc(N(CC(=O)NCC(C)C)S(C)(=O)=O)cc1,-10,-13,-7,0.3,-6,4.1,2,-1,3,1,9
NC(=O)c1ncn([C@@H]2O[C@H](CNCc3c(OCc4ccccc4F)ccc4ccccc34)[C@@H](O)[C@H]2O)n1,-25,-1,nt,0.1,-10,1.7,-7,8,-3,nt,-5
N#C/C(=C\c1c(F)cccc1Cl)C(=O)NC1CC1,-11,19,-3,0.2,nt,-0.2,26,9,0,2,-12
CCOC(=O)N1CCN(C(=O)/C=C/c2ccc([N+](=O)[O-])cc2)CC1,33,7,4,0.3,-5,0.4,9,11,4,4,4
O=C(N/N=C/c1ccc([N+](=O)[O-])o1)c1cn2ccc3ccccc3c2n1,-16,-1,2,0.3,1,1.6,6,0,0,6,10
CC(Oc1ccccc1)C(=O)Nc1nnc(S(=O)(=O)N2CCCCC2)s1 (stereo unspecified),10,2,-4,0.0,-2,-0.2,15,10,4,0,-8
Cc1ccccc1C(=O)N1CCN(c2ccc([N+](=O)[O-])c(N3CCOCC3)c2)CC1,-7,11,8,0.1,nt,-1.4,15,-17,-3,2,13
CN(c1cccc(NC(=O)COc2ccc(Cl)cc2Cl)c1)S(C)(=O)=O,7,-204,-4,-0.1,-5,-4.2,-254,-2,-4,1,-66
O=C(CN(Cc1ccc(F)cc1)C(=O)c1ccco1)NCc1ccc(F)cc1,-11,1,nt,0.0,-6,-2.0,8,6,2,1,-20
O=C(COc1ccc(S(=O)(=O)N2CCCC2)cc1[N+](=O)[O-])N1CCCCC1,-5,10,-1,-0.1,-5,-2.2,-9,6,0,nt,nt
COC1OC2COC(c3ccccc3)OC2C(O)C1NC(C)=O (stereo unspecified),-22,5,-4,-0.1,nt,-0.9,1,nt,4,nt,5
CCOc1ccc(S(=O)(=O)N2c3ccccc3CC2C)cc1 (stereo unspecified),-2,13,?,-0.3,nt,-2.2,33,14,1,3,11
c1ccc(CNc2ncn[nH]2)cc1,5,0,0,0.0,-7,-1.1,0,-2,-9,nt,nt
COc1cccc(CNCC(=O)NC(=O)NC2CCCC2)c1,-2,2,12,0.1,-3,-1.1,10,-5,-1,nt,6
COCC(C)n1c(C)cc(C(=O)COC(=O)c2nc3nc(C)cc(C)n3n2)c1C (stereo unspecified),-11,5,-15,0.1,-5,0.8,20,6,-12,1,-2
O=C(NCCS(=O)(=O)c1ccc(Br)cc1)c1ccccc1,14,-4,6,0.0,-6,0.2,13,-5,1,0,11

Compound activity from PubChem BioAssay.

Not a hit list (roughly 3.5% active in at least one column).
